POLK inh = inhibitors of human DNA polymerase kappa. AID 588579. hit rate 0.53% among 400,000. purified Pol kappa, fluorescent DNA synthesis assay, 10 min. Potency, µM (top dose mostly 107 µM), for the others: at the top dose activity, negative = inhibition, actives largely listed as inhibitors; note: potency is the fitted concentration of half-maximal effect; % is set by controls: 0 for no effect and ±100 for the full control effect
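Activity was followed as the change in fluorescence between reads at 0 and 10 min after starting the reaction with 50 nM substrate. Beforehand, 10 nM polymerase had been preincubated with compound for 15 min at room temperature.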
APE1 inh = APE1 (human) endonuclease inhibition | P27695 | hit rate 0.35% among 350,000 | Potency, µM (top dose mostly 65.8 µM), without a hit: top-dose activity change, negative = inhibition, hits mostly inhibitors | recombinant APE1, TAMRA/BHQ-2 abasic DNA cleavage fluorescence;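 note: potency is the fitted concentration of half-maximal effect; plate controls were vehicle for no effect and reference inhibitor for full effect; nearly all actives have a fitted effect of over 55% in size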
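Substrate: short duplex with […] THF abasic site, 5'-TAMRA and 3'-BHQ-2, 50 nM final. APE1 at 0.75 nM, preincubated 15 min RT with compound. Fluorescence increase from first to third read measured activity.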
POLB inh = inhibitors of human DNA polymerase beta; Potency, µM (top dose mostly 114 µM), for the others: top-dose activity change, negative = inhibition, hits mostly inhibitors; Pol beta primer extension/strand displacement, fluorescence kinetic; P06746; hit rate 1.3% among 340,000; note: potency is the fitted concentration of half-maximal effect; % is set by controls: 0 for no effect and ±100 for the full control effect
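Enzyme-only controls used 10 nM Pol beta; buffer lacking enzyme served as negative control. Compound preincubated 15 min, then 50 nM substrate added; 0 and 10 min reads at room temperature.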
Pol iota inh = DNA polymerase iota (human) inhibition. Q9UNA4. hit rate 1% among 390,000. Potency, µM (highest dose often 115 µM), for the others: at the top dose activity, negative = inhibition, hits mostly inhibitors. Pol iota fluorescent replication assay, 10 min. AID 588590; note: potency is the fitted concentration of half-maximal effect
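Pol iota at 10 nM preincubated 15 min with compounds at room temperature; reaction started with fluorescent substrate, 50 nM final. Fluorescence read kinetically at 0 and 10 min; buffer-only wells as negative control.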
ERG Ets-DNA blk = blocks human ERG Ets domain binding to DNA; P11308; fluorescence polarization, His-ERG Ets domain / labelled DNA; Potency, µM (top dose mostly 76.9 µM), inactives show top-dose FP activity, negative = inhibition, usual class: inhibitors; hit rate 0.028% among 370,000; AID 624246; active = well fitted inhibition curve with a large enough effect in the polarisation, with a control signal flat; inconclusive = small, poorly fitted or top-dose-only effect, or effect the other way, or a change in a side signal; inactive = no such curve, though single readings can be large or run the other way; the % refers to the polarisation;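 note: polarization taken with two DNA probes labelled with fluorescein and Texas red; potency is the fitted concentration of half-maximal effect; % of control where 0% means no effect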
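His-tagged ERG Ets domain (1 uM in the protein solution; 300mM KCl, 50mM Tris-HCl, 1mM EDTA, 1mM DTT, pH 7.5) received compound, then a probe mix of 5 nM fluorescein-DNA and 100nM Texas-615-DNA. Fluorescence polarization was read for both dyes.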
Apoferritin bind = candidate novel general anesthetic via apoferritin binding | Potency, µM (doses to about 77.5 µM), inactives show top-dose activity change, negative = displacement, hits mostly inhibitors | hit rate 0.074% among 350,000 | P02791 | AID 485281 | apoferritin/1-aminoanthracene competitive binding, fluorescence; note: potency is the fitted concentration of half-maximal effect; % is set by controls: 0 for no effect and ±100 for the full control effect; nearly all actives have a fitted effect of over 20% in size
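In PBS, apoferritin at 10 uM is loaded with 1-AMA from a 50% saturated solution. After 10 min of compound exposure at ambient temperature, reduced 535 nm fluorescence indicates probe displacement.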
12-LOX inh = ALOX12 (human) lipoxygenase inhibition; purified 12hLO, xylenol orange hydroperoxide absorbance; hit rate 1.1% among 580,000; P18054; Potency, µM (series often up to 108 µM), inactives show at the top dose activity change, negative = inhibition, actives largely listed as inhibitors; AID 1671190; note: potency is the fitted concentration of half-maximal effect; % is set by controls: 0 for no effect and ±100 for the full control effect
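Purified human 12hLO (150 nM final) in 25 mM Hepes, 0.01% Triton X-100, pH 7.0 was preincubated 15 min at room temperature with compound. Then 40 uM arachidonic acid was added, 30 min. Hydroperoxide was read by Fe-XO absorbance ratio 573/405 nm.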
BLM inh = blocks DNA unwinding by human BLM helicase | Potency, µM (titrated, usually from 56.1 µM), without a hit: at the top dose activity change, negative = inhibition, most hits filed as inhibitors | recombinant BLM DNA unwinding, fluorescence dequenching | hit rate 0.2% among 350,000 | AID 2528 | P54132;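 note: potency is the fitted concentration of half-maximal effect; plate controls were vehicle for no effect and no enzyme for full effect; nearly all actives have a fitted effect of over 35% in size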
Target sequence (P54132 whole entry, looked up): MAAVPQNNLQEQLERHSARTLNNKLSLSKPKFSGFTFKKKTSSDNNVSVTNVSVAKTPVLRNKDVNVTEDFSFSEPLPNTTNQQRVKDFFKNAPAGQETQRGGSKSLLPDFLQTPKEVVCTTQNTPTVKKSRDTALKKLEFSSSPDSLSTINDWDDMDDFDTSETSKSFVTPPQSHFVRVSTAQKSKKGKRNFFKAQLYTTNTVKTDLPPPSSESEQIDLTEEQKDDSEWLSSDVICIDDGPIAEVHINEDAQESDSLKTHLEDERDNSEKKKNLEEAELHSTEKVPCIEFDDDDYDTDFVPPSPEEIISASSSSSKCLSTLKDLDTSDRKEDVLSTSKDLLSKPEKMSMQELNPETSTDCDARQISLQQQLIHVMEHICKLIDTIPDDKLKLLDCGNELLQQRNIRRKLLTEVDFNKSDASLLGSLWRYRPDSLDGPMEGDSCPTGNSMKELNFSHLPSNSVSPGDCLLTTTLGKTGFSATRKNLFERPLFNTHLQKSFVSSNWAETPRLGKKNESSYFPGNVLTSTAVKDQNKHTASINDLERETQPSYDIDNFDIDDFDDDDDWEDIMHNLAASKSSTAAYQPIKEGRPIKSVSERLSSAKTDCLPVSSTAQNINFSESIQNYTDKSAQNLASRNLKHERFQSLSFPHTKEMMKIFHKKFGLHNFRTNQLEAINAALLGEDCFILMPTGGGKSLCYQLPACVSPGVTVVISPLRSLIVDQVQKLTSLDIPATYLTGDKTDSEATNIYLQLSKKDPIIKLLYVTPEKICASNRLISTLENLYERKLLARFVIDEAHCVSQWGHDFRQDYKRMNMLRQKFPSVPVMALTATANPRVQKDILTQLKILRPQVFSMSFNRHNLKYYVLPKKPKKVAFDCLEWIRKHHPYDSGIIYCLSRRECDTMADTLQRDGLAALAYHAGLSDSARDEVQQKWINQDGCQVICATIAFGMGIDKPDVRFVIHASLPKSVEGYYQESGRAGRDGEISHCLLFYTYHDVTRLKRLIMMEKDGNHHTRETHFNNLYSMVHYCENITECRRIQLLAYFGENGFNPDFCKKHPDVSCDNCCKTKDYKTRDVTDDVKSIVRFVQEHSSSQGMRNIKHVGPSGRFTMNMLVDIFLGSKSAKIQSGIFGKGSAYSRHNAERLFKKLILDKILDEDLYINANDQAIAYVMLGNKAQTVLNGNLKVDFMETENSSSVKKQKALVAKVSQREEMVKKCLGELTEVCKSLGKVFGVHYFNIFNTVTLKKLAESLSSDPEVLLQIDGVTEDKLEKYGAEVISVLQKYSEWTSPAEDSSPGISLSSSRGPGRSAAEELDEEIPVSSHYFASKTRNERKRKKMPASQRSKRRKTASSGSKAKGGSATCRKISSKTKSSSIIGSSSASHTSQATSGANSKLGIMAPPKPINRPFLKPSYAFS
TRHR agonist = agonists of human TRH receptor; P34981; hit rate 0.18% among 360,000; TRHR cells, calcium flux fluo-8, FDSS agonist mode; activation, % at 2 µM; in the data active = activation above about 30%; note: 0% is about no effect
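Fluo-8-loaded TRHR cells; 10 s baseline, compound added, kinetic Ca2+ fluorescence read 1/s, agonist mode.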
* hit, by the source's call; u = inconclusive; x = no result given; [ ] = dose if it differs, or a comment. Unless noted, calls come from the whole dose curve; as a rule, active = well fitted curve in the direction sought with a large enough effect; inconclusive = small, poorly fitted or top-dose-only effect, or another doubt; inactive = no such curve, though single readings can be large; an effect the other way counts as inactive or inconclusive. Not all compounds are listed (hit frequency here may not be typical).

nr | molecule | POLK inh | BLM inh | APE1 inh | TRHR agonist | Pol iota inh
1 | CCOCCc1nnc(NC(=O)CS(=O)(=O)c2ccc(C)cc2)s1 | -4.6% | -2.6% | 20.7% | -0.3 | 70.3%[activator]
2 | CCC(CC)c1nnc(NC(=O)c2c(C)nn(Cc3ccccc3Cl)c2C)s1 | -5.9% | -9.6% | -8.4% | 1.8 | -2.4%
3 | O=C1/C(=C/c2ccncc2)CCc2ccccc21 | 5.6% | -3.5% | 1.6% | -0.7 | -11.8%
4 | CCOC(=O)C1CCCN(CCc2ccccc2)C1 (stereo not drawn) | -2.2% | -2.3% | 18.2% | -0.6 | 21.0%
5 | CCOc1ccc(NC(=O)c2cccc3c(=O)c4c([nH]c23)CCCC4)cc1 | -15.4% | 0.5% | x | 0.1 | 3.7%
6 | CN(CC(=O)N1CCN(Cc2ccccc2)CC1)S(=O)(=O)c1ccc(Br)cc1 | -0.5% | -7.7% | 58.0%[activator] | -0.2 | 13.7%
7 | Cc1cc(C)cc(CC2CC(=O)N(c3ccc4c(c3)OCCO4)C2=O)c1 (stereo not drawn) | -15.9% | -6.9% | -2.1% | 0.8 | 5.1%
8 | CC1CCCCN1c1cc(C#N)c(C#N)cc1[N+](=O)[O-] (stereo not drawn) | -3.9% | -2.4% | 7.8% | 0.1 | 0.8%
9 | O=C1CC(c2ccc(Cl)cc2)SC(N(c2ccccc2)c2ccccc2)=N1 (stereo not drawn) | -2.9% | -9.0% | 9.5% | 0.6 | 20.1%
10 | Cc1ccccc1S(=O)(=O)Cc1ccc(C(=O)N2CCN(C3CCCCC3)CC2)o1 | -16.3% | -8.2% | -7.9% | -0.5 | 9.1%
11 | CC[C@H](C)[C@H](NC(=O)[C@H](Cc1cnc[nH]1)NC(=O)[C@@H](N)CCC(=O)O)C(=O)N1CCC[C@H]1C(=O)N[C@@H](C)C(=O)O | 17.2%[60.1 µM] | -0.3% | u | x | x
12 | O=C(Nc1cccc(Cl)c1)OCc1cnc(Cl)s1 | -1.2% | -6.7% | -0.3% | -0.1 | 0.9%
13 | Cc1cc(C)c2c(=O)n(CC(=O)NCCCN3CCOCC3)sc2n1 | 5.8% | 0.6% | 0.6% | 0.6 | 28.9%
14 | Cc1ccc(N2C(=O)c3cccc4c(Oc5ccccc5[N+](=O)[O-])ccc(c34)C2=O)c(C)c1 | -7.3% | -4.3% | -2.3% | 0.3 | 2.0%
15 | Cc1cc(C)nc(NC(=O)c2cc([N+](=O)[O-])cc([N+](=O)[O-])c2)n1 | -15.6% | 0.1% | 1.6% | 0.1 | 2.7%

nr | ERG Ets-DNA blk | POLB inh | Apoferritin bind | 12-LOX inh
1 | 0.0% | 0.7% | -10.3% | -4.9%
2 | -15.1% | 2.4% | u | 1.8%
3 | 9.8% | -0.5% | -11.8% | 57.2%[activator]
4 | -10.4% | 2.0% | 3.0% | u
5 | -1.4% | -23.8% | -0.2% | -11.0%
6 | -9.2% | -8.2% | -13.9% | -0.9%
7 | -7.9% | -0.1% | -10.2% | -10.4%
8 | x | 17.0% | -16.0% | 14.1%
9 | -3.9% | u | -4.5% | -26.4%
10 | -0.8% | -19.6% | -0.4% | 0.5%
11 | x | x | 4.7% | x
12 | -10.0% | -2.0% | 10µM* | 25.1µM*
13 | -6.3% | u | 0.4% | x
14 | 4.9% | -1.6% | 4.7% | -3.7%
15 | -7.8% | 12.3% | -7.7% | -16.9%

Molecules above that have an NH in an aromatic ring:
nr | molecule | POLK inh | BLM inh | APE1 inh | TRHR agonist | Pol iota inh
5 | CCOc1ccc(NC(=O)c2cccc3c(=O)c4c([nH]c23)CCCC4)cc1 | -15.4% | 0.5% | x | 0.1 | 3.7%
11 | CC[C@H](C)[C@H](NC(=O)[C@H](Cc1cnc[nH]1)NC(=O)[C@@H](N)CCC(=O)O)C(=O)N1CCC[C@H]1C(=O)N[C@@H](C)C(=O)O | 17.2%[60.1 µM] | -0.3% | u | x | x

nr | ERG Ets-DNA blk | POLB inh | Apoferritin bind | 12-LOX inh
5 | -1.4% | -23.8% | -0.2% | -11.0%
11 | x | x | 4.7% | x

The listing picks up, starting 6 compounds before the break.
nr | molecule | POLK inh | BLM inh | APE1 inh | TRHR agonist | Pol iota inh
10 | Cc1ccccc1S(=O)(=O)Cc1ccc(C(=O)N2CCN(C3CCCCC3)CC2)o1 | -16.3% | -8.2% | -7.9% | -0.5 | 9.1%
11 | CC[C@H](C)[C@H](NC(=O)[C@H](Cc1cnc[nH]1)NC(=O)[C@@H](N)CCC(=O)O)C(=O)N1CCC[C@H]1C(=O)N[C@@H](C)C(=O)O | 17.2%[60.1 µM] | -0.3% | u | x | x
12 | O=C(Nc1cccc(Cl)c1)OCc1cnc(Cl)s1 | -1.2% | -6.7% | -0.3% | -0.1 | 0.9%
13 | Cc1cc(C)c2c(=O)n(CC(=O)NCCCN3CCOCC3)sc2n1 | 5.8% | 0.6% | 0.6% | 0.6 | 28.9%
14 | Cc1ccc(N2C(=O)c3cccc4c(Oc5ccccc5[N+](=O)[O-])ccc(c34)C2=O)c(C)c1 | -7.3% | -4.3% | -2.3% | 0.3 | 2.0%
15 | Cc1cc(C)nc(NC(=O)c2cc([N+](=O)[O-])cc([N+](=O)[O-])c2)n1 | -15.6% | 0.1% | 1.6% | 0.1 | 2.7%
16 | N/C(=N\N=C\c1ccc([N+](=O)[O-])cc1)c1nonc1N | -18.1% | 2.6% | -2.2% | 0.0 | 109.5%[activator]
17 | O=[N+]([O-])c1ccccc1N/N=C/c1ccc2c(c1)OCO2 | 2.9% | -0.8% | 0.3% | 0.4 | 53.5%[activator]
18 | CC1Cc2nc(SCC(=O)Nc3ccc4c(c3)OCCO4)n(C)c(=O)c2S1 (stereo not drawn) | 1.8% | -9.2% | 4.5% | -2.2 | 19.9%
19 | CCOC(=O)c1c(C)c(C)n(Cc2ccc(OC)c(OC)c2)c1C | -2.9% | -1.0% | 0.8% | 0.7 | 9.5%
20 | COC(=O)CSc1nnc(-c2ccc(OC)cc2OC)o1 | -0.9% | 3.1% | 15.0% | 1.4 | -4.5%
21 | O=C(N/N=C\C=C\c1ccc(Br)cc1)c1ccc2c(c1)OCO2 | -13.4% | -18.6% | -31.5% | -1.2 | u
22 | COc1ccccc1N1CCN(C(=O)CCC(=O)O)CC1 | 1.0% | -8.2% | -6.4% | -0.5 | 64.8%[activator]
23 | COCC(=O)N1CCN(c2cccc(Cl)c2)CC1 | -16.3% | -9.0% | -4.3% | 0.4 | 112.7%[activator]
24 | COC(=O)C(Cc1ccccc1)NS(=O)(=O)c1cc(Br)ccc1Br (stereo not drawn) | -10.6% | -7.1% | -3.0% | x | 1.9%
25 | O=C(Nc1cccc(-n2cnnn2)c1)c1cccnc1 | 4.9% | 1.7% | 9.6% | 0.3 | 21.5%
26 | COc1ccc(-c2[nH]c(-c3ccc4c(c3)OCO4)nc2-c2ccccc2)cc1 | -12.4% | -10.9% | -5.9% | -1.2 | 6.2%

nr | ERG Ets-DNA blk | POLB inh | Apoferritin bind | 12-LOX inh
10 | -0.8% | -19.6% | -0.4% | 0.5%
11 | x | x | 4.7% | x
12 | -10.0% | -2.0% | 10µM* | 25.1µM*
13 | -6.3% | u | 0.4% | x
14 | 4.9% | -1.6% | 4.7% | -3.7%
15 | -7.8% | 12.3% | -7.7% | -16.9%
16 | 1.1% | 4.8% | -9.1% | 250.1%[activator]
17 | -3.4% | 3.0% | -5.3% | 1.0%
18 | x | 2.4% | -2.4% | -18.2%
19 | -14.5% | -25.3% | -7.1% | -11.6%
20 | x | -1.6% | 31.6%[activator] | -22.9%
21 | 3.1% | 35.5µM* | -1.8% | 13.1%
22 | -3.8% | 15.8% | -2.3% | -22.2%
23 | 1.5% | -17.5% | -2.1% | 5.9%
24 | x | x | -20.1% | x
25 | 3.7% | u | -5.9% | 9.0%
26 | 7.0% | 5.4% | 6.2% | -6.0%

Bioassay records: PubChem BioAssay, National Center for Advancing Translational Sciences (NCATS)
